Screens as filed in PubChem BioAssay.
ER stress surv = protection against thapsigargin ER stress killing – CSM14.1 cells, ATP luminescence, primary screen | CSM14.1 thapsigargin ER stress survival | relative survival (cellular ATP), % at 15 µg/mL (by protocol) | actives 0.33% (n = 48,000) | AID 1010, 2008;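 active = survival measured by cellular ATP above 50% at 15 µg/ml in the first screen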;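 also: cell death triggered by about 15 µM thapsigargin; ATP read 24 h after thapsigargin was added; plate controls were thapsigargin with DMSO for no effect and DMSO without thapsigargin for full effect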
Active calls of the source: *.

Molecule	ER stress surv
COC(=O)c1ccccc1-c1ccc(/C=C2/SC(=S)N(CC(=O)O)C2=O)o1	5.7
CCCOc1ccc(C(=O)Nc2cccc(C(=O)Nc3nccs3)c2)cc1	-0.6
Cc1[nH]n(-c2ccccc2)c(=O)c1/C=N/Nc1ccccn1	-7.5
COc1cccc(/C=N/NC(=O)c2ccc(=O)n(C)c2)c1OC	8.4
O=[N+]([O-])c1cccc(/C=N/N2CCN(c3ccccn3)CC2)c1	10.1
COc1ccccc1N1CCN(C(=O)c2cc([N+](=O)[O-])ccc2Cl)CC1	5.6
CC(NC(=O)c1cc2nc(-c3ccco3)cc(C(F)(F)F)n2n1)C1CC2CCC1C2 (stereo unspecified)	0.5
O=C(/C=C/c1ccccc1Cl)NCCN1CCOCC1	17.3
O=C(Nc1ccccc1)O/N=C/c1c(F)cccc1Cl	9.3
O=C(Cc1ccc(Cl)cc1)N/N=C/Cc1ccccc1	3.2
CC(NS(=O)(=O)c1ccc(Br)cc1)C1C2CC3CC(C2)CC1C3 (stereo unspecified)	5.6
CCOc1ccc(-c2cc(C(=O)NN)c3ccccc3n2)cc1	-5.3
CCC1(CO)COC(c2ccco2)OC1 (stereo unspecified)	10.7
CCOC(=O)c1cccc(P(=O)(C(C)C)C(C)C)c1	8.0
CC1(C(=O)Nc2ccccc2Cl)CC2c3ccccc3C1c1ccccc12 (stereo unspecified)	9.3
O=C(CSc1nc2sc3c(c2c(=O)[nH]1)CCCC3)NCCCn1ccnc1	-2.2
COc1ccc(C2=NN(C(C)=O)C(c3ccccc3OC)C2)cc1 (stereo unspecified)	-2.6
FC(F)(F)c1nnc2ccc(N3CCOCC3)nn12	-0.5
CCc1ccc(/C=N/n2cnnc2)cc1	-6.3
Cc1ccc(-c2csc(/C(C#N)=C/c3sccc3C)n2)c(C)c1	10.0
C=CCCCC(=O)Nc1ccccc1C	0.3
CC(=O)c1cccc(NC(=O)/C(=C\c2cccs2)NC(=O)c2cccs2)c1	-1.5
COc1ccc(CCN=C(Nc2ccccc2)SC2CC(=O)N(c3ccc(F)cc3)C2=O)cc1 (stereo unspecified)	10.1
COc1cccc(OCCCOc2ccc(C)c(C)c2)c1	-3.3
O=C1C2C3c4ccccc4C(C(=O)O)(c4ccccc43)C2C(=O)N1c1cccc([N+](=O)[O-])c1 (stereo unspecified)	-1.2

Shown with each value named: four of the compounds above.
Cc1[nH]n(-c2ccccc2)c(=O)c1/C=N/Nc1ccccn1
  ER stress surv: -7.5

COc1cccc(/C=N/NC(=O)c2ccc(=O)n(C)c2)c1OC
  ER stress surv: 8.4

O=[N+]([O-])c1cccc(/C=N/N2CCN(c3ccccn3)CC2)c1
  ER stress surv: 10.1

COc1ccccc1N1CCN(C(=O)c2cc([N+](=O)[O-])ccc2Cl)CC1
  ER stress surv: 5.6

The list goes on:
Molecule	ER stress surv
CCOc1cccc(C(=O)NCc2ccncc2)c1	4.6
CCOC(=O)c1ccc(NC(=O)/C=C/c2ccccc2)cc1	4.2
CC1(C)Cc2c(sc3[nH]c(=S)n(CCc4ccccc4)c(=O)c23)CO1	6.9
COc1ccc(C(=O)CCNc2ccccc2)cc1	10.3
CCOC(=O)c1c(NC(=O)CCc2ccccc2)sc(C(=O)Nc2ccccc2OC)c1C	2.9
CCOC(=O)C1=C(C(=O)OCC)SC(=C2C(=S)C(C)(C)N(C(=O)CC)c3ccc(OCC)cc32)S1	7.2
CCOC(=O)CSCCOc1ccc(C=C2C(=O)NC(=S)NC2=O)cc1OC	-1.3
O=C(N/N=C\c1ccccc1C(F)(F)F)c1n[nH]c2c1CCCC2	-0.5
O=C(Nc1ccccc1C(=O)O)c1ccc(N2C(=O)c3cccc([N+](=O)[O-])c3C2=O)cc1	1.4
COc1ccc(C(=O)Nc2cccc(-c3nc4ccccc4o3)c2C)cc1	6.0
c1ccc(C(Sc2nc3ccccc3[nH]2)c2ccccc2)cc1	11.5
Brc1ccc(CN2CCN(C3CCCC3)CC2)cc1	-2.1
OCCNc1nc(-c2ccccc2Cl)nc2ccccc12	7.0
CCOC(=O)c1ccc(NC(=O)C(=O)NCc2ccccn2)cc1	10.4
CCCCOC(=O)COC(=O)COc1c(Cl)cc(Cl)cc1Cl	4.2
CC(C)C12CN3CC(C(C)C)(CN(C1)C3c1ccc(N(C)C)cc1)C2=O (stereo unspecified)	29.2
C=C(C)CSc1nc(N)c2c3c(sc2n1)COC(C)(CC)C3 (stereo unspecified)	-0.1
O=C1Oc2ccccc2C(=O)/C1=C/c1cccc2ccc(O)cc12	8.5
Cc1ccc(-n2nc3ccc(NC(=O)COc4ccccc4[N+](=O)[O-])cc3n2)cc1Cl	1.3
CN1CCN(C(=O)c2ccc(F)c(F)c2)CC1	3.7
COc1ccc(/C=N/NC(=O)COc2ccc3c(C)cc(=O)oc3c2)cc1	10.7
Cc1ccccc1C(=O)Nc1cc(C(=O)O)cc(C(=O)O)c1	5.2
COc1ccc(/C=N/NC(=O)c2cc(-c3ccc(Cl)cc3)n[nH]2)cc1	8.9
Cc1c([N+](=O)[O-])c([N+](=O)[O-])nn1CC(=O)N1CCOCC1	8.9
O=C(Nc1ccc(OC(F)(F)F)cc1)c1ccc(OCc2ccccc2)cc1	3.2
CCCN(CCC)c1ccc(/C=N/NC(=O)c2ccc(F)cc2)cc1	-4.3
COc1ccccc1N1C(=O)S/C(=C\c2ccccc2Cl)C1=O	3.3
CC1CN=C(NC(=S)Nc2ccccc2)S1 (stereo unspecified)	-13.9
Cc1cc2c(cc1C)NC(c1ccsc1)C1=C(CC(C)(C)CC1=O)N2 (stereo unspecified)	10.2
Cc1ccc(C(C)C)c(OCC(=O)Nc2ccc(I)cc2Cl)c1	1.4
O=C(COc1ccccc1[N+](=O)[O-])Nc1ccc(I)cc1Cl	-2.2
COc1ccc(-c2nnc(N)s2)cc1	-21.1
O=C(c1ccccc1F)N1CCN(c2ccc(Cl)cc2[N+](=O)[O-])CC1	6.1
O=C(NCc1ccc2c(c1)OCO2)c1ccc(S(=O)(=O)N2CCCCCC2)cc1	4.1
CC(=O)N1c2ccccc2N(Cc2ccc(Cl)c(Cl)c2)C(=O)C1(C)C	8.3
O=C(NN1CCOCC1)c1cc2ccccc2oc1=O	4.5
C=CCn1c(/C=C/c2ccccc2)nc2ccccc21	-7.0
CCOC(=O)C1=C(O)CSC1=Nc1cccc(Cl)c1	-3.8
CC(C)C(=O)Nc1ccc(O)cc1C(=O)O	3.6
COc1ccc(NC2=C(Cl)C(=O)N(c3cccc(C)c3C)C2=O)cc1	-3.4
COC(=O)c1ccc(C2C(C(=O)OC(C)C)=C(C)N=C3SCCC(=O)N32)cc1 (stereo unspecified)	2.6
CC(C)c1ccc(NC(=O)c2cccc(F)c2)cc1	16.8
COC(=O)c1cccc2c1NC(=O)C2=O	-5.6
COc1cccc(Nc2nc(-c3ccc(S(=O)(=O)N4CCOCC4)cc3)cs2)c1	5.9
CCOC(=O)c1c(NC(=O)/C=C\C(=O)O)sc(C(=O)Nc2ccccc2)c1C	5.3
O=c1c(-c2ccccc2)c(C(F)(F)F)oc2cc(O)ccc12	3.2
CC(=O)NC1=NC(=O)/C(=C\c2ccc(-c3ccc([N+](=O)[O-])cc3)o2)S1	2.5
COc1cc(NC(=O)c2cc(-c3cc(C)ccc3C)nc3ccccc23)c(OC)cc1Cl	2.0
Cc1ccc2nc(SCCOc3ccccc3)[nH]c2c1	5.9
O=C(Nc1ccc2nn(-c3ccccc3)nc2c1)c1cccc(F)c1	4.2

Additional entries:
mol,ER stress surv
NC(=O)c1ccc(N=Cc2ccccc2OCc2ccccc2)cc1,0.7
Cc1ccc(/C=C2\SC(=S)N(c3ccc(F)cc3)C2=O)o1,-3.6
O=C(NOC(=O)c1ccccc1I)c1ccc(Cl)cc1,13.6
CCOc1ccc(C(=O)Nc2ccccc2OC)cc1[N+](=O)[O-],-1.0
O=C(Nc1c[nH]c(=O)[nH]c1=O)c1ccccc1F,5.5
CC1=C(C(=O)OCCOc2ccccc2)C(c2ccc(Cl)c(Cl)c2)C2=C(CCCC2=O)N1 (stereo unspecified),4.8
CCOc1ccccc1C(=O)Nc1sc(C)c(C)c1C#N,-1.8
COc1ccccc1C/C(N)=N/OC(=O)Cc1ccc(Cl)cc1,3.0
Cc1onc(-c2ccccc2Cl)c1C(=O)Nc1ccccc1C(N)=O,-0.9
Oc1ccc(Cl)cc1/C=N/c1c(-c2ccco2)nc2cc(Cl)ccn12,0.9
CCN=C(Nc1ccc2c(c1)OCO2)SC1CC(=O)N(c2ccc(Br)cc2)C1=O (stereo unspecified),4.3
CCOc1cc(OCC)cc(C(=O)Nc2cc(C)ccc2C)c1,3.8
O=C(Cc1nc2ccccc2[nH]1)NCc1ccccc1,10.3
CC(C)(C)OC(=O)NNC(=O)c1ccco1,9.7
O=c1oc(-c2ccco2)cc(-c2ccccc2)c1-c1ccccc1,5.5
CCOc1ccc(N/C(=N\S(=O)(=O)c2ccc(NC(C)=O)cc2)Nc2nc(C)cc(C)n2)cc1,-2.7
Cc1ccccc1OCC(=O)Nc1cccc(NC(=O)c2ccco2)c1,5.9
CC1(C)CC(C)(c2ccc([N+](=O)[O-])cc2)c2cc([N+](=O)[O-])ccc21 (stereo unspecified),-4.0
CCOC(=O)c1c(NC(=O)C(C)(C)C)sc2c1CCC2,10.8
COc1cccc(CN2CCN(S(=O)(=O)c3ccc(Cl)cc3)CC2)c1,2.4
COc1cc(C2NC(=O)NC(C)=C2C(=O)OCCOC(C)C)ccc1OCc1ccccc1 (stereo unspecified),8.9
O=C(NCc1ccccn1)c1ccc([N+](=O)[O-])cc1,2.6
Cc1nnc(N/N=C/c2cccc(F)c2)[nH]c1=O,-4.9
O=[N+]([O-])c1ccc(N2N=C(c3ccccc3)CC2c2ccccc2O)cc1 (stereo unspecified),3.4
COc1ccc(/C=C2\C(=O)NC(=O)N(c3cccc(Br)c3)C2=O)c(C)c1,5.1
C=CCNC(=O)c1cnn(-c2ccccc2)c1NC(=O)c1cccc(F)c1,-0.6
COc1cc(Br)cc(/C=N/N(C)C2=NS(=O)(=O)c3cc([N+](=O)[O-])ccc32)c1OC,3.3
Cn1c(=O)c(N2CCCCC2)c2c3c(cccc31)C(=O)c1ccccc1-2,9.3
O=C(Nc1cc(-c2ccc(F)cc2)[nH]n1)c1cccs1,-8.3
O=C(CSc1nnc(-c2ccco2)n1-c1ccccc1)NCCc1ccccc1,4.6

3 entries from above, ordered by SMILES length, highest first.
mol,ER stress surv
CC1(C)CC(C)(c2ccc([N+](=O)[O-])cc2)c2cc([N+](=O)[O-])ccc21 (stereo unspecified),-4.0
COc1cccc(CN2CCN(S(=O)(=O)c3ccc(Cl)cc3)CC2)c1,2.4
Cc1nnc(N/N=C/c2cccc(F)c2)[nH]c1=O,-4.9

Next results:
mol,ER stress surv
CC1=NN(c2cccc(Cl)c2)C(=O)/C1=C/C=C/c1cccc([N+](=O)[O-])c1,2.3
Cc1cccc(N2CCN(C(=O)C(Cl)(Cl)Cl)CC2)c1C,0.4
Cc1cc(Br)cc2c1NC(=O)C21OCCO1,-7.1
COc1ccc(C(=O)/C=C/Nc2c(C)n(C)n(-c3ccccc3)c2=O)cc1OC,2.4
COc1ccccc1N1CCN(C(=O)c2ccc(OC)c([N+](=O)[O-])c2)CC1,1.2
CN(C)c1ccc(CC2(CC(=O)c3ccccc3)C(=O)c3ccccc3C2=O)cc1,2.3
O=C(NCCCNC(=O)Nc1ccccc1)Nc1ccccc1,7.6
Cc1sc(NC(=O)COc2ccc(Cl)cc2Cl)c(C#N)c1C,2.2
COc1ccc2ccccc2c1/C=C1\SC(=S)N(CC(=O)O)C1=O,-0.1
Cc1cccc(OCC(=O)Nc2ccc(Br)cc2)c1C,0.7
COc1ccc(OC)c(NC(=O)CSc2nc3ccccc3o2)c1,5.9
C#Cc1cccc(NC(=O)c2ccc(-c3ccccc3)cc2)c1,-1.8
CCCCCCCCNC(=O)CCC(=O)O,5.6
O=C1CN(C(=O)c2cc([N+](=O)[O-])c(N3CCCCC3)c([N+](=O)[O-])c2N2CCCCC2)c2ccccc2N1,0.6
O=[N+]([O-])c1ccc2c(c1)S(=O)(=O)N=C2Nc1ccc(Br)cc1,2.8
c1ccc(-c2nnc(-c3cccc(-c4nnc(-c5ccccc5)o4)c3)o2)cc1,8.3
COc1ccc(OC)c(C=NN2CCN(Cc3ccc(C)cc3C)CC2)c1,-14.6
O=C(/C=C/Nc1ccccc1NS(=O)(=O)c1ccccc1)c1ccc2c(c1)OCO2,-0.9
CCC(=O)Nc1cccc(NC(=O)c2ccc(C(C)(C)C)cc2)c1,-0.8
Cc1nc2ccc(C(=O)O)cc2c2c1CC(C)O2 (stereo unspecified),3.3
O=[N+]([O-])c1ccccc1NCCNS(=O)(=O)c1ccc(Cl)cc1,-17.7
COc1ccc(C=C2C(=O)N(C)C(=O)N(C)C2=O)c(OC)c1OC,1.7
Cc1cc(Br)ccc1NC(=O)Cn1cnc2c1c(=O)n(C)c(=O)n2C,2.7
O=C(N=Nc1c(O)[nH]c2ccc([N+](=O)[O-])cc12)c1ccc2c(c1)OCO2,-13.0
Cc1ccc(N(CC(=O)Nc2cccc(C(F)(F)F)c2)S(=O)(=O)c2ccc(F)cc2)cc1,-0.8
COC(=O)c1c(NC(=O)c2ccc(C)cc2)sc2c1CCCCC2,4.7
Cc1ccc(C)c(NC(=O)c2cccc(Cl)c2)c1,8.1
Nc1cccc(C(=O)Nc2ccc(C(=O)O)cc2)c1,1.1
CC(O)Cn1c2ccc(Cl)cc2c2cc(Cl)ccc21 (stereo unspecified),-24.9
CCC/C(C(=O)OCC)=C(/C)NCCN/C(C)=C(\CCC)C(=O)OCC,-0.5
CC(C)CC(=O)NC(NC(=S)Nc1ccccc1Br)C(Cl)(Cl)Cl (stereo unspecified),4.2
COCCN1C(=O)C(=O)/C(=C(/O)c2ccccc2)C1c1ccc(OC)cc1OC (stereo unspecified),10.3
CC(=O)C(Cc1ccccc1)S(=O)(=O)c1ccc([N+](=O)[O-])cc1 (stereo unspecified),1.5

Some of the compounds tested (hit frequency here may not be typical).
